# SRC1 TRFRET art – flags TR-FRET format artefacts in PPARgamma SRC-1 recruitment agonist screen; TR-FRET detection artefact counter-screen, emission ratio; stronger effect = higher value; TR-FRET ratio at 8 µM; hit rate 0.34% among 99,000; in the data active = TR-FRET ratio above about 2300; note: inactives centre near 1800; reference of the scale not given here
# SRC3 TRFRET art – TR-FRET artefact, counter-screen to PPARgamma/SRC-3 agonist assay | hit rate 0.39% among 99,000 | TR-FRET ratio at 8 µM | PPARgamma/SRC-3 format; stronger effect = higher value; in the data active = TR-FRET ratio above about 2000; note: inactives centre near 1600; reference of the scale not given here
# The depositor's hits bear a star. Only part of the results is shown; the hit share may differ from the screen's.
SMILES,SRC1 TRFRET art,SRC3 TRFRET art
Cn1c(=O)c2c(c3ccccc31)OC(C)(C)CC2,1577,1527
CCc1cccc(CC)c1NC(=O)c1ccc(-n2cncn2)nc1,1864,1590
CCCCn1c(SCc2nc3ccccc3s2)nc2ccccc2c1=O,1835,1650
Cc1sc2ncnc(N3CCC(C(=O)Oc4cccc(Cl)c4Cl)CC3)c2c1C,1798,1670
Cc1sc2nc(N3CCOCC3)[nH]c(=O)c2c1-c1ccccc1,1915,1545
COc1ccc(NS(=O)(=O)c2ccc(N3CCOCC3)c(NC(=O)C(C)C)c2)cc1,1806,1628
CC(C)NC(=S)N1CCN(Cc2ccc3c(c2)OCO3)CC1,1556,1743
CCCOc1ccc(CCc2n[nH]c(=S)n2-c2ccccc2)cc1,1797,1708
O=C(CC1C(=O)N(c2ccccc2)C(=S)N1c1ccccc1)c1ccc(Br)cc1 (centres undefined),1810,1316
O=C(COC(=O)c1cc2c(s1)CCCC2)NCc1ccccc1Cl,2040,1649
O=c1c2cccnc2n(-c2ccccc2)n1Cc1ccc(Cl)cc1,1890,1768
COc1cccc(/C=N/NC(=O)C(C)Sc2ccccc2)c1 (centres undefined),1705,1520
CCOc1cc(NC(=S)NCCOC)c(OCC)cc1NC(=O)c1ccco1,1880,1773
CCOC(=O)CNC(=O)Nc1cc(C(C)(C)C)nn1-c1ccccc1,2160,1783
CCc1ccc(NC(=O)CSc2nnc(-c3n[nH]c4ccccc34)n2-c2ccccc2)cc1,1730,1660
COc1ccccc1CN1CCNC(=O)C1CC(=O)NCc1csc(C)n1 (centres undefined),1835,1463
COc1ccc(NC(=O)Nc2ccc(Cc3ccncc3)cc2)c(OC)c1,2195,1603
Cc1cc(NC(=O)CCCn2cnc([N+](=O)[O-])n2)no1,1802,1258
Cc1ccc(NC(=O)CSc2nc(=O)cc(N)n2CCc2ccccc2)cc1,1722,1585
Cc1cc(NC(=O)c2noc3c2CCCCC3)nn1Cc1ccc(Cl)cc1,1613,1599
CCN1CNC(=S)N(Cc2ccccc2)C1,1806,1291
O=C(CCc1nnc(C2CCCCC2)o1)NCc1cccc(-n2cccn2)c1,1807,1537
CCOc1ccc(Oc2nc(NCC(C)C)nc(OC)n2)nn1,1952,1806
O=c1[nH]c(/C=C/c2cccc3ccccc23)nc2ccccc12,1668,1610
CCNc1ccc(S(=O)(=O)N(C)C)cc1NCC(=O)Nc1ccccc1Br,1567,1499
CC(=O)Nc1ccc(S(=O)(=O)NC2(C(F)(F)F)C(=O)NC(C)=C2C#N)cc1 (centres undefined),1762,1594
COc1ccc(C(=O)CCNc2cccc(Cl)c2)cc1,1824,1852
CC(C)CC(=O)NC(=S)Nc1ccc(S(=O)(=O)N2CCCC2)cc1,1770,1469
O=S(=O)(Nc1ccc(-c2nnc(SCc3ccc(Cl)cc3)o2)cc1)c1ccccc1,1978,1711
Cc1ccccc1NS(=O)(=O)c1ccc(OCCNS(C)(=O)=O)cc1,1395,1431

# Rewritten with tabs: part of the list above
Structure	SRC1 TRFRET art	SRC3 TRFRET art
CCOc1ccc(Oc2nc(NCC(C)C)nc(OC)n2)nn1	1952	1806
O=c1[nH]c(/C=C/c2cccc3ccccc23)nc2ccccc12	1668	1610
CCNc1ccc(S(=O)(=O)N(C)C)cc1NCC(=O)Nc1ccccc1Br	1567	1499
CC(=O)Nc1ccc(S(=O)(=O)NC2(C(F)(F)F)C(=O)NC(C)=C2C#N)cc1 (centres undefined)	1762	1594

# Continuation.
SMILES,SRC1 TRFRET art,SRC3 TRFRET art
CCOc1ccc2nc(NC(=O)Cn3cnc4c3c(=O)n(C)c(=O)n4C)sc2c1,1644,1433
O=C(OCC(=O)N1CCCCCC1)c1n[nH]c(=O)c2ccccc12,1982,1571
CCOc1cc(S(=O)(=O)N(CC)CC)ccc1Cl,1500,1267
Cc1cc(C)nc(SC2c3cccc4cccc(c34)C2NS(=O)(=O)c2ccccc2)n1 (centres undefined),1635,1696
CC(/C=C/c1ccco1)=N\NC(=O)CNc1ccc2ccccc2c1,1768,1532
CCCC(=O)N1CCN(c2ccc(NC(=O)c3ccc([N+](=O)[O-])o3)cc2)CC1,1685,1711
CN1CCN(C=Nc2nc3ccccc3nc2N2CCCC2)CC1,1812,1644
Cc1ccc(C(=O)OCC(=O)c2c[nH]c3ccccc23)cc1NC(=O)c1ccco1,1723,1604
O=C(Nc1ccccc1)Nc1ccccc1Br,1600,1524
Cc1cc(NC(=O)Cn2cc([N+](=O)[O-])cn2)no1,1724,1642
COc1ccccc1Oc1ccc2c(c1)C(=O)N(c1ccc(O)cc1)C2=O,1819,1515
CN1C(=O)/C(=C\C(=O)c2cccs2)c2ccccc21,1821,1711
Nc1ccc(C(=O)Nc2nccs2)cc1,1961,1547
COCCNC(=O)CCCn1c(=O)c2cc(OC)c(OC)cc2n(CC(=O)Nc2ccc(C)c(F)c2)c1=O,1662,1470
COc1cc(NC(=O)c2cc(CC(C)C)on2)c(OC)cc1Cl,2006,1651
CS(=O)c1ccccc1-c1nc(-c2cccc(Cl)c2)no1 (centres undefined),1907,1720
COc1cc(/C=N/NC(=O)c2cc(C)n(-c3ccc(F)cc3)c2C)cc(OC)c1O,1757,1805
COc1cccc(N2CCN(Cc3nnnn3C3CCCCC3)CC2)c1,1792,1470
COc1cccc(C(=O)NCC(=O)N/N=C/c2ccc(OC(=O)c3cccs3)c(OC)c2)c1,1832,1313
COc1ccc(C2CC(c3ccccc3)=NN2c2ccc(N)cc2)cc1 (centres undefined),1885,1712
N#C/C(=C\c1ccc[nH]1)Sc1nc2ccccc2s1,1730,1608
NC(=O)NC(=O)COC(=O)[C@H](Cc1ccccc1)NC(=O)c1cccs1,2195,1763
CN(Cc1ccccc1)C(=O)c1ccccc1-c1ccccc1,1876,1671
COc1ccc(Nc2nc3[nH]c(=O)cc(O)c3s2)cc1,1806,1523
Cc1oc(/N=C/c2cccc3ccccc23)c(C#N)c1C,1735,1560
CC(C)CN(CC(C)C)S(=O)(=O)N1CCC(C(=O)N2CCc3ccccc3C2)CC1,1659,1854
CCNC(=O)NC(=O)C(C)Sc1ncc(C(F)(F)F)cc1Cl (centres undefined),2031,1827
CC(C)c1ccc(N(C(=O)c2csnn2)C(C(=O)NC(C)(C)C)c2cccnc2)cc1 (centres undefined),1818,1601
CC(=O)NNC(=O)CC(=O)Nc1nc(C23CC4CC(CC(C4)C2)C3)cs1,1653,1514
COc1cccc(N(CC(=O)Nc2cccnc2)S(C)(=O)=O)c1,1722,1383
COc1ccc(C/C(C)=N/NC(=S)Nc2ccc(C(C)C)cc2)cc1,1862,1336
CCN(CC)c1ccc(C(=O)N/N=C(\C)c2ccc(OC)c(OC)c2)cc1,1800,1546
O=C(NCC1CCCO1)C(=O)NCC(c1ccco1)N1CCN(c2ccc(F)cc2)CC1 (centres undefined),1831,1515
Cc1cccc2c1-c1sc(C(=O)Nc3cccc([N+](=O)[O-])c3C)cc1CO2,1722,1574
O=C(O)c1ccc(Nc2nc(-c3cc4ccccc4oc3=O)cs2)cc1O,1770,1612
N/C(=N\N=C\c1cccs1)SC1CC(=O)N(c2cccc([N+](=O)[O-])c2)C1=O (centres undefined),1928,1537
COc1ccccc1N1CCN(C2=CC(=O)CCC2)CC1,2193,1661
CN(C)S(=O)(=O)c1cccc(NC(=O)CN2C(=O)NC(CCc3ccccc3)C2=O)c1 (centres undefined),1962,1697
Cc1ccc(S(=O)(=O)C(C#N)c2nc3ccccc3nc2OCCO)cc1 (centres undefined),1741,1535
CCN(CC)CCN(C(=O)c1ccc(N2C(=O)CCC2=O)cc1)c1nc2cc3c(cc2s1)OCO3,1615,1586
Cc1ccc(C)n1-c1ccc(C(=O)NCc2ccncc2)cc1,1738,1417
Cc1ccc(-n2c(-c3ccncc3)n[nH]c2=S)cc1C,1835,1610
Cc1ccc2ncccc2c1N,1797,1784
O=C(COC(=O)c1cccnc1Cl)Nc1ccc2c(c1)OCO2,1759,1421
CC(C)Oc1cccc(C(=O)C2CCCN(S(=O)(=O)C(C)C)C2)c1 (centres undefined),1878,1345

# Look-ups from above.
# Reading of `CCN(CC)c1ccc(C(=O)N/N=C(\C)c2ccc(OC)c(OC)c2)cc1` under SRC3 TRFRET art: 1546
# Reading of `Cc1ccc(S(=O)(=O)C(C#N)c2nc3ccccc3nc2OCCO)cc1` (centres undefined) under SRC3 TRFRET art: 1535
# Reading of `N/C(=N\N=C\c1cccs1)SC1CC(=O)N(c2cccc([N+](=O)[O-])c2)C1=O` (centres undefined) under SRC1 TRFRET art: 1928
# Reading of `O=C(NCC1CCCO1)C(=O)NCC(c1ccco1)N1CCN(c2ccc(F)cc2)CC1` (centres undefined) under SRC3 TRFRET art: 1515
# Reading of `CCN(CC)CCN(C(=O)c1ccc(N2C(=O)CCC2=O)cc1)c1nc2cc3c(cc2s1)OCO3` under SRC3 TRFRET art: 1586

# Continuation:
SMILES,SRC1 TRFRET art,SRC3 TRFRET art
CCCCNC(=O)c1cc2c(=O)n3cccc(C)c3nc2n(Cc2ccccc2)c1=N,2104,1632
CCCn1c(SCC(=O)Nc2cccc(S(=O)(=O)NC3=NCCCCC3)c2)nc2ccccc2c1=O,1782,1555
NC(=S)N(c1ccccc1)c1ccccc1,1741,1503
CCN1CCN(C(=O)C(C)Nc2ccc(OC)cc2OC)CC1 (centres undefined),1740,1516
O=C(O)c1cccc(NC(=O)c2ccc(Cl)c(S(=O)(=O)N3CCCCCC3)c2)c1,1491,1448
Cc1cc2[nH]cnc2c([N+](=O)[O-])c1C,1775,1611
O=C(CCCO)CCCCCCCCC[C@H]1N[C@H](CO)[C@@H](O)[C@@H]1O,1690,1493
O=C(Cn1c2ccc(F)cc2c2nc3n(c(=O)c21)CCS3)Nc1ccccc1F,1897,1553
O=C(Nc1nnc(-c2ccncc2)o1)c1ccc(Br)s1,1714,1610
O=C(/C=C1\SC(=O)NC1=O)Nc1ccc(F)cc1,2000,1636
COc1ccccc1/C=N/NC(=O)c1ccc(Cn2nc([N+](=O)[O-])cc2C)cc1,1629,1455
Cc1ccc(SCCC(=O)Nc2cccnc2)cc1,1424,1465
FC(F)(F)c1cc(Cl)c2nnc(C(F)(F)Cl)n2c1,1806,1422
COc1ccc(CC2(CO)CCN(Cc3ccc(OC(F)(F)F)cc3)CC2)cc1,1751,1587
C=CC[C@@H]1C=C[C@H](O/N=C/[C@@H](NS(=O)(=O)c2ccc(C)cc2)[C@H](C)/C=C/CC(=O)OC)[C@@H](CO)O1,1618,1164
Cc1nn(Cc2ccc(Cl)cc2)c(C)c1NC(=O)/C=C/c1cnn(C)c1,1990,1608
CC(=O)Nc1ccc(NC(=O)C(C)OC(=O)CNC(=O)c2sc3ccccc3c2Cl)cc1 (centres undefined),1870,1541
CO/N=C/C=C1/N(C)c2ccccc2C1(C)C,1771,1616
COc1ccc(N(CC(=O)Nc2cc(C)on2)S(=O)(=O)c2cc(C)ccc2C)cc1,1778,1559
CCOc1ccc2nc(Cl)c(C3CC(c4ccccc4)=NN3C(=O)c3cccs3)cc2c1 (centres undefined),2200,1563
Fc1ccc(-c2nnc3n2CCCCC3)cc1,1719,1415
NC(=O)CNc1n[nH]c(=S)[nH]c1=O,1924,1687
Cc1cc(C(=O)N[C@H](c2ccccc2)[C@@]2(C)C[C@@H]2[C@@H](C)C(=O)Nc2ccc3ccccc3c2)n(C)n1,1667,1674
O=C(CSc1ccc(Cl)cc1)Nc1ccccc1N1CCN(C(=O)c2ccc(Cl)cc2)CC1,1485,1311
CCOC(=O)c1c(-c2ccccc2)oc2ccc(OCC)cc12,2009,1625
CCC(C)C(=O)Nc1ccc([N+](=O)[O-])cc1OC (centres undefined),1598,1555
Cn1c(SCc2ccccc2)nc(C(F)(F)F)cc1=O,1658,1300
C=CCN1CCN(C(c2ccccc2OC)c2nnnn2C(C)(C)C)CC1 (centres undefined),1581,1496
CC(C)=CCc1c(O)c(CC=C(C)C)c2c(c1O)C(=O)CC(c1ccc(O)cc1)O2 (centres undefined),1889,1560
COc1ccc(S(=O)(=O)N(C)c2ccc(C(=O)NC3CCCC3)cc2)cc1,1680,1717

# Fetched one by one from above:
SMILES,SRC1 TRFRET art,SRC3 TRFRET art
CCNc1ccc(S(=O)(=O)N(C)C)cc1NCC(=O)Nc1ccccc1Br,1567,1499
CC(=O)Nc1ccc(NC(=O)C(C)OC(=O)CNC(=O)c2sc3ccccc3c2Cl)cc1 (centres undefined),1870,1541

# (cont.)
SMILES,SRC1 TRFRET art,SRC3 TRFRET art
COc1ccc(NC(=O)N2CCC(Cc3ccccc3)CC2)cc1,1618,1700
Cc1cc(N2CCCC2)nc2ccc(NC(=S)NCCCOC(C)C)cc12,1895,1737
CC(C)(C)C(=O)Oc1cc(N)n(S(=O)(=O)c2ccccc2)n1,1899,1504
CCCCOCC1CC(CC#CCN2CCCCC2)C(=O)O1 (centres undefined),1548,1503
CC(=O)Nc1ccc(OS(=O)(=O)c2ccc(C)cc2C)cc1,1727,1654
CN(C)c1ccc(/C=N/NC(=O)COc2ccccc2)cc1,2065,1498
O=C(NNC(=O)C1CC2CCC1C2)c1sc2ccccc2c1Cl (centres undefined),1586,1613
CC/C(=N\NC(=O)C1CC1)c1cccc(Cl)c1,1669,1643
O=C(c1cnccn1)N1CCc2c([nH]c3ccccc23)C1c1cccc(Cl)c1 (centres undefined),1752,1603
O=C(Cn1nnc2ccccc21)Nc1ccccc1[N+](=O)[O-],1977,1613
Cc1ccccc1-n1nc(CSc2nc3ccccc3[nH]2)c(-c2ccccc2)c1N,1928,1708
COC(=O)C1=C(C)Nc2nc(SCc3ccccc3)[nH]c(=O)c2C1c1cccs1 (centres undefined),1841,1662
COc1ccc(NC(=O)Cc2c(F)cccc2Cl)c(OC)c1,2130,1557
Cc1ccc(SCCC(=O)N/N=C/c2ccccc2O)cc1,2124,1582
OCc1cnc(SCc2ccccc2)n1Cc1ccccc1,1821,1694
Cc1cccc(NC(=O)N2CCC(c3nc4ccccc4o3)CC2)c1,1971,1540
O=C(Cn1cncn1)N1CCN(c2ccc(F)cc2)CC1,1654,1644
CCOc1ccc(C(=O)Nc2ccccc2C(=O)O)cc1,1864,1647
COc1ccc(N2C(=O)C3CCCN3C2c2ccc(C)o2)cc1 (centres undefined),1711,1456
